High-throughput results deposited in PubChem BioAssay by Sanford-Burnham Center for Chemical Genomics.
beta cell repl: inducers of MIN6 beta-cell proliferation, primary screen, ATP luminescence, uHTS; MIN6 cells proliferation, ATPlite luminescence, 48 h; cells starved in 0.2% serum; 100% = growth in 10% serum; proliferation, % at 10 µM; 330,000 tested, 0.29% active;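 active = compounds whose signal lies at least 3.5 SD above the mean of all wells on their plate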;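 note: 0% = DMSO-treated cells in low-serum medium and 100% = 10% serum control; some compounds called inactive have numbers as strong as hits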
ATG4B inhibitor: ATG4B protease inhibitors, primary screen, biochemical, fluorescence, uHTS | AID 504462, 2011 | ATG4B cleavage of LC3-PLA2, NBD-HPC fluorescence, 1 h | Cysteine protease ATG4B (Homo sapiens), Q9Y4P1 | inhibition, % at 8.33 µM | 340,000 tested, 0.51% active; in the data active = inhibition above about 40%
Target sequence (Q9Y4P1 whole entry, looked up): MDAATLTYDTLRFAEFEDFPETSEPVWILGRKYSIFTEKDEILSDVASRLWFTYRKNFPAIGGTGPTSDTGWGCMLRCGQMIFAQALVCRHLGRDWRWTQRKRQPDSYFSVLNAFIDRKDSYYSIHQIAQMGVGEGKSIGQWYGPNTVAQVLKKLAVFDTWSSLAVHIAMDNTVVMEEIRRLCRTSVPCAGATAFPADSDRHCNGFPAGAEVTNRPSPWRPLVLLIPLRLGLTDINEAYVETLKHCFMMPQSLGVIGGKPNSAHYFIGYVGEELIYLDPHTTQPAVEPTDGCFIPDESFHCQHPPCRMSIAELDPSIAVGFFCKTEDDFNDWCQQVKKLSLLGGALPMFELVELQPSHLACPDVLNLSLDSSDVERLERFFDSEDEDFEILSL
mIAP activ: activators of mouse IAP, primary screen, biochemical, luminescence, uHTS. muIAP, CDP-Star luminescence, 30 min; hits give high values; 1 = vehicle-only enzyme signal, 0 = enzyme-free wells. 330,000 tested, 0.24% active. intestinal alkaline phosphatase [Mus musculus]. AID 2805, 2010. activation factor at 10 µM;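 active = activation factor of at least 2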; note: the source names both 10 and 20 µM as test concentration; values of inactives mirror those of a sister screen read the other way
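Assay system: mouse IAP enzyme; Reagent: CDP-Star chemiluminescent phosphatase substrate; Compound: DMSO-dissolved test compounds; Incubation: 30 min, room temperature; Technique: luminescence from enzymatic CDP-Star hydrolysis; Controls: DMSO-only wells and no-enzyme negative control.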
APOBEC3G inh: APOBEC3G DNA deaminase inhibitors, primary screen, biochemical, fluorescence, single-stranded DNA substrate, uHTS; DNA dC->dU-editing enzyme APOBEC-3G (Homo sapiens), Q9HC16; 330,000 tested, 0.28% active; recombinant A3G, ssDNA deamination FAM/TAMRA fluorescence; AID 493012, 2011; inhibition, % at 20 µM;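 active = inhibition of at least 40% at 20 µM, with no more than 30% in the related APOBEC3A deaminase screen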;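 note: plate controls were DMSO wells with A3G for no effect and wells lacking A3G enzyme for full effect; some compounds called inactive have numbers as strong as hits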
hIAP activ: human IAP activators, primary screen, biochemical, luminescence, uHTS; purified human IAP, CDP-Star luminescence, 30 min; hits give high values; 1 = vehicle-only enzyme, 0 = enzyme-free background; activation factor at 10 µM; 330,000 tested, 0.16% active;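 active = activation factor of the enzyme at least 2-fold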; note: the source names both 10 and 20 µM as test concentration; values of inactives mirror those of a sister screen read the other way
Target sequence (P09923 whole entry, looked up): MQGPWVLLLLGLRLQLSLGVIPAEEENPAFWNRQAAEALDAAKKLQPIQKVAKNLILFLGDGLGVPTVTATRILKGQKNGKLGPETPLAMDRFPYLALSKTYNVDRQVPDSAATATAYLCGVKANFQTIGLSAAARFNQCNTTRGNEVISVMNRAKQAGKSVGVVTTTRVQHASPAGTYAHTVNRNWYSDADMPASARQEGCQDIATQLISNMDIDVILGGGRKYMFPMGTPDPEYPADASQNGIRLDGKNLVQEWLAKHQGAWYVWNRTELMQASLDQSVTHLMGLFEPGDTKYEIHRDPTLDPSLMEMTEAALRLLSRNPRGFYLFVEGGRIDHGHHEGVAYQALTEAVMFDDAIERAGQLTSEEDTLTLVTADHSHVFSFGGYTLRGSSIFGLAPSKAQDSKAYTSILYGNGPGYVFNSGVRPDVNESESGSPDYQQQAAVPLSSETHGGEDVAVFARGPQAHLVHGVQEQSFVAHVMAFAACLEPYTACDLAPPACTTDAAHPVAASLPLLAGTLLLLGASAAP
mIAP block: inhibitors of mouse IAP, primary screen, biochemical, luminescence, uHTS. intestinal alkaline phosphatase [Mus musculus]. inhibition, % at 10 µM. purified mouse IAP, CDP-Star luminescence, 30 min. 330,000 tested, 0.2% active. AID 2806, 2010;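 active = inhibition of at least 40% at 10 µM in the primary screen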;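 note: plate controls were DMSO with enzyme for no effect and no enzyme wells for full effect; values of inactives mirror those of a sister screen read the other way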
hIAP block: human IAP inhibitors, primary screen, biochemical, luminescence, uHTS; Intestinal-type alkaline phosphatase (Homo sapiens), P09923; purified IAP, CDP-Star luminescence, 30 min; inhibition, % at 10 µM; 330,000 tested, 0.12% active; AID 2544, 2010;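 active = inhibition reaching a set limit with compound at 10 µM in the primary screen, cut at about 35% in these data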;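 note: plate controls were DMSO wells with enzyme for no effect and no-enzyme buffer wells for full effect; values of inactives mirror those of a sister screen read the other way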
MPTP inh: mitochondrial permeability transition pore inhibitors, primary screen, biochemical, isolated mouse mitochondria, absorbance | inhibition, % at 10 µM | 360,000 tested, 1.4% active | AID 602449, 2012 | Ca2+ swelling absorbance, 30 min;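 active = inhibition of 50% or more, scaled per plate between neutral and stimulator controls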;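 note: 0% = DMSO wells given calcium and 100% = 1 mM EGTA wells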
A3A deaminase: APOBEC3A ssDNA deaminase inhibitors, primary screen, selectivity assay for APOBEC3G inhibitor project, biochemical, FAM/TAMRA oligo cleavage fluorescence; DNA dC->dU-editing enzyme APOBEC-3A (Homo sapiens), P31941; recombinant A3A, FAM/TAMRA ssDNA deamination fluorescence; inhibition, % at 20 µM; 330,000 tested, 0.41% active;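 active = at least 40% inhibition at 20 µM here, with at most 30% in a related deaminase screen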;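 note: plate controls were A3A with DMSO for no effect and wells lacking A3A enzyme for full effect; some results filed as inactive read as strong as hits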
* hit, by the source's call.

Codes – A = beta cell repl; B = ATG4B inhibitor; C = mIAP activ; D = APOBEC3G inh; E = hIAP activ; F = mIAP block; G = hIAP block; H = MPTP inh; I = A3A deaminase
Cn1c(=O)n(Cc2ccco2)c(=N)c2c3c(sc21)CCC3
  A: -1.6 | B: -12.0 | C: 1.03 | D: -2.3 | E: 0.948 | F: -2.6 | G: 5.2 | H: 0.3 | I: 7.0
O=C(/C=C/Nc1ccc(F)c(F)c1)c1ccc(Br)cc1
  A: -1.7 | B: -10.9 | C: 0.9 | D: -4.5 | E: 0.931 | F: 10.0 | G: 6.9 | H: 6.7 | I: -1.6
COCc1cc(=O)[nH]c(Cc2c(Cl)cccc2Cl)n1
  A: 4.4 | B: 5.8 | C: 0.969 | D: -7.8 | E: 1.02 | F: 3.1 | G: -1.7 | H: -1.1 | I: -3.0
C/C(=N\NC(=O)c1ccc(NS(=O)(=O)c2cccs2)cc1)c1ccc(C(C)(C)C)cc1
  A: -4.6 | B: -7.8 | C: 0.962 | D: -1.4 | E: 1.06 | F: 3.8 | G: -5.7 | H: -0.4 | I: -1.1
COc1ccc(-c2ccc(-c3noc(-c4ccccc4)n3)c(OC)n2)cc1
  A: -4.0 | B: 8.3 | C: 1.05 | D: 6.0 | E: 1.01 | F: -5.5 | G: -1.2 | H: 2.5 | I: -3.0
Cc1ccccc1Cn1c(=N)n(CC(=O)c2ccco2)c2ccccc21
  A: -0.9 | B: -4.2 | C: 1.04 | D: -1.9 | E: 1.24 | F: -3.6 | G: -23.5 | H: 19.4 | I: 0.5
CC[C@@H](C)[C@H](CNC)NC[C@@H](Cc1cccc2ccccc12)NCCc1cccc(C(F)(F)F)c1
  A: -6.8 | B: 7.9 | C: 1.04 | D: 9.3 | E: 1.05 | F: -4.2 | G: -5.2 | H: 6.4 | I: -0.1
C/C(=N\Nc1ccc(S(N)(=O)=O)cc1[N+](=O)[O-])c1cccnc1
  A: -2.9 | B: 4.4 | C: 0.937 | D: -10.1 | E: 0.849 | F: 6.3 | G: 15.1 | H: -0.8 | I: 3.4
O=C(NCCCN1CCCC1=O)c1ccc(S(=O)(=O)Nc2ccccc2F)cc1
  A: -2.1 | B: -4.5 | C: 1.02 | D: -7.3 | E: 1.06 | F: -2.2 | G: -6.2 | H: 0.5 | I: 1.7
C[C@H](NC(=O)c1nc[nH]c1C(=O)N[C@@H](Cc1ccccc1)C(=O)OC(C)(C)C)C(=O)OCc1ccccc1
  A: -8.8 | B: -19.7 | C: 1.04 | D: -3.5 | E: 1.35 | F: -4.3 | G: -34.7 | H: -2.3 | I: 1.3
COc1ccccc1-n1c(SCC(=O)Nc2cc(C)on2)nc2c([nH]c3ccccc32)c1=O
  A: 3.7 | B: -15.4 | C: 0.9 | D: -8.9 | E: 0.956 | F: 10.0 | G: 4.4 | H: -0.8 | I: -2.7
CC(NC(=O)C(C)N1c2cccc3cccc(c23)S1(=O)=O)c1ccccc1 (stereo not given)
  A: 0.0 | B: -2.5 | C: 1.01 | D: 4.2 | E: 1 | F: -0.9 | G: -0.4 | H: 0.1 | I: -2.6
O=C(CCN1C(=O)S/C(=C\c2ccccc2)C1=O)N1CCOCC1
  A: 1.0 | B: -3.1 | C: 0.992 | D: -6.8 | E: 1.13 | F: 0.8 | G: -13.4 | H: -1.4 | I: -3.7
O=C(NC(Cc1c[nH]c2ccccc12)C(=O)O)/C(=C\c1ccccc1)NC(=O)c1ccccc1 (stereo not given)
  A: -2.5 | B: 5.1 | C: 1.04 | D: -9.2 | E: 1 | F: -3.8 | G: 0.0 | H: 1.4 | I: -0.3
CCOC(=O)C(C)Sc1nnc(-c2ccccc2O)n1-c1ccc(C)cc1 (stereo not given)
  A: 0.6 | B: -11.7 | C: 1.03 | D: -7.6 | E: 1.26 | F: -3.0 | G: -26.3 | H: -2.0 | I: -3.8
CCOc1c(C)cnc2c1c(=O)n(Cc1cccc(Cl)c1)c(=O)n2C
  A: -2.8 | B: 10.5 | C: 1 | D: 9.2 | E: 0.997 | F: -0.2 | G: 0.3 | H: -1.1 | I: 0.9
CC(C)n1c(=O)n(CC(=O)NCC2CCCO2)c(=O)c2c3c(sc21)COC(C)(C)C3 (stereo not given)
  A: -0.6 | B: 0.9 | C: 1.11 | D: 1.5 | E: 0.88 | F: -11.2 | G: 12.0 | H: -1.7 | I: -0.2
Cc1ccc(N(C)C(=O)CN(C)S(=O)(=O)c2ccc3c(c2)n(C)c(=O)c(=O)n3C)cc1
  A: -3.1 | B: -5.4 | C: 1.04 | D: -8.5 | E: 1.12 | F: -4.4 | G: -12.3 | H: 0.8 | I: -5.1
O=C(O)CCCCCNc1ncnc2ccc(Br)cc12
  A: -1.5 | B: -2.4 | C: 0.974 | D: -5.9 | E: 1 | F: 2.6 | G: -0.3 | H: 2.1 | I: -1.9
O=C1Nc2ccc([N+](=O)[O-])cc2C1(O)N1CCCCC1 (stereo not given)
  A: -0.9 | B: 1.5 | C: 0.991 | D: -5.5 | E: 1.03 | F: 0.9 | G: -2.8 | H: 6.4 | I: -4.8
CCOc1ccc(C(=O)C(C)OC(=O)C2CCN(c3ccc(C(F)(F)F)cn3)CC2)cc1 (stereo not given)
  A: -3.9 | B: 8.4 | C: 0.936 | D: -9.2 | E: 0.936 | F: 6.4 | G: 6.4 | H: 1.5 | I: 12.6
CN1/C(=C\C(=O)CSc2nnc(N)s2)C(C)(C)c2ccccc21
  A: -5.6 | B: -7.3 | C: 1.01 | D: -8.6 | E: 1 | F: -0.9 | G: 0.0 | H: 5.6 | I: -2.0
Cc1ccc(CS(=O)Cc2ccc(C(=O)N3CCN(c4ccc(F)cc4)CC3)o2)cc1 (stereo not given)
  A: -2.1 | B: -5.1 | C: 0.908 | D: -4.2 | E: 0.846 | F: 9.2 | G: 15.4 | H: -2.5 | I: -5.2
NC(=O)C1(N2CCCCC2)CCN(c2nc(-c3ccc(Br)cc3)cs2)CC1
  A: -5.2 | B: -1.3 | C: 1.01 | D: 2.9 | E: 0.926 | F: -1.4 | G: 7.4 | H: 1.0 | I: 3.3
O=C(CSc1nnc(CNc2cccc(Cl)c2)o1)OC1CCCCC1
  A: -4.6 | B: -12.0 | C: 0.972 | D: -1.7 | E: 0.948 | F: 2.8 | G: 5.2 | H: -0.1 | I: -1.2
CCOC(=O)c1c(-c2ccc(OC)cc2)csc1/N=C/C1C(=O)CCCC1=O
  A: -1.5 | B: 4.4 | C: 0.882 | D: -5.1 | E: 0.824 | F: 11.8 | G: 17.5 | H: -0.1 | I: -1.8
COc1ccc(CCNC(=O)CSc2nc3[nH]ncc3c(=O)n2-c2ccccc2Br)cc1OC
  A: -2.9 | B: -7.5 | C: 1.1 | D: -7.7 | E: 1.21 | F: -10.2 | G: -20.5 | H: -1.8 | I: 0.2
CN(C)S(=O)(=O)c1ccc(C(=O)Nc2nnc(SCC(=O)NCC3CCCO3)s2)cc1 (stereo not given)
  A: -4.4 | B: 7.2 | C: 1 | D: -2.0 | E: 1.05 | F: 0.0 | G: -5.0 | H: -2.0 | I: -2.5

Compound profiles, from the list above. Order of screens: beta cell repl, ATG4B inhibitor, mIAP activ, APOBEC3G inh, hIAP activ, mIAP block, hIAP block, MPTP inh, A3A deaminase
Listed for COc1ccc(CCNC(=O)CSc2nc3[nH]ncc3c(=O)n2-c2ccccc2Br)cc1OC → -2.9, -7.5, 1.1, -7.7, 1.21, -10.2, -20.5, -1.8, 0.2
Listed for CN(C)S(=O)(=O)c1ccc(C(=O)Nc2nnc(SCC(=O)NCC3CCCO3)s2)cc1 (stereo not given) → -4.4, 7.2, 1, -2.0, 1.05, 0.0, -5.0, -2.0, -2.5
Listed for Cc1ccc(CS(=O)Cc2ccc(C(=O)N3CCN(c4ccc(F)cc4)CC3)o2)cc1 (stereo not given) → -2.1, -5.1, 0.908, -4.2, 0.846, 9.2, 15.4, -2.5, -5.2
Listed for NC(=O)C1(N2CCCCC2)CCN(c2nc(-c3ccc(Br)cc3)cs2)CC1 → -5.2, -1.3, 1.01, 2.9, 0.926, -1.4, 7.4, 1.0, 3.3
Listed for CCOc1ccc(C(=O)C(C)OC(=O)C2CCN(c3ccc(C(F)(F)F)cn3)CC2)cc1 (stereo not given) → -3.9, 8.4, 0.936, -9.2, 0.936, 6.4, 6.4, 1.5, 12.6
